High-throughput results as filed in PubChem.
LYPLA1 inh – LYPLA1 inhibitors, primary screen, counter-screen for PME1 inhibitor project, biochemical, fluorescence polarization, FP-Rh probe ABPP | inhibition, % at 5.9 µM | recombinant LYPLA1 | AID 2174, 2009 | 320,000 compounds, 0.16% hits | Acyl-protein thioesterase 1 (Homo sapiens), O75608;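 active means inhibition above the mean of all tested compounds plus 3 SD, set per campaign, cut at about 14% in these data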;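 further: inhibitors block serine hydrolase probe labeling of LYPLA1 so polarization falls; 0% = enzyme with DMSO and 100% = wells lacking LYPLA1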
LYPLA2 inh – LYPLA2 inhibitors, primary screen, counter-screen for PME1 inhibitor project, biochemical, fluorescence polarization, FP-Rh probe ABPP. Acyl-protein thioesterase 2 (Homo sapiens), O95372. recombinant LYPLA2. inhibition, % at 5.9 µM. 320,000 compounds, 0.38% hits. AID 2177, 2009;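 active means inhibition above the screen-wide mean plus 3 SD, limit set per campaign, cut at about 26% in these data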;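 further: 0% = LYPLA2 with DMSO and 100% = wells lacking LYPLA2 enzyme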
Target sequence (O95372 whole entry, looked up): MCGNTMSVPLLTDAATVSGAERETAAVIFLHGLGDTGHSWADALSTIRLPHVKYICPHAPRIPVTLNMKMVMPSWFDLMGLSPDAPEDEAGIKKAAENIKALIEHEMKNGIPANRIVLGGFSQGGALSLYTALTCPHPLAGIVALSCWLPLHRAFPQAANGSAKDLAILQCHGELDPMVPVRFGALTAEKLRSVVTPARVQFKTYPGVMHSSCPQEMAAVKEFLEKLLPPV
PREPL inh – PREPL enzyme inhibitors, primary screen, biochemical, fluorescence polarization. Prolyl endopeptidase-like (Homo sapiens), Q4J6C6. recombinant PREPL, fluorescence polarization activity-based probe. inhibition, % at 5.96 µM. 320,000 compounds, 0.68% hits. AID 2751, 2010; in the data active means inhibition above about 43%;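 further: 0% = enzyme with DMSO and 100% = wells lacking enzyme; many of its hits are not listed in these tables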
ZTA counter – blocks Epstein-Barr virus ZTA, an EBNA-1 counter-screen. P03206. ZTA-DNA binding, fluorescence polarization. inhibition, % at 11 µM. 320,000 compounds, 0.15% hits. AID 2234; in the data active means inhibition above about 33%
Target sequence (P03206 whole entry, looked up): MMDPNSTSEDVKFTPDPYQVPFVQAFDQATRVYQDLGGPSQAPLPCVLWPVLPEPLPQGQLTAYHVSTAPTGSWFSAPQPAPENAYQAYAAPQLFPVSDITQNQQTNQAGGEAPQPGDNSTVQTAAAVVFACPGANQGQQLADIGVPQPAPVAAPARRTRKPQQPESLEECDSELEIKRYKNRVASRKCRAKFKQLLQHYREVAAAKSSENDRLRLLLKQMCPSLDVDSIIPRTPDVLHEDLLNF
EBNA-1 inh – EBNA-1 DNA-binding inhibitors, primary screen, biochemical, fluorescence polarization. inhibition, % at 14.8 µM. 300,000 compounds, 0.34% hits. AID 1950, 2009; in the data active means inhibition above about 28%
PAFAH1B2 inh – PAFAH1B2 enzyme inhibitors, primary screen, biochemical, fluorescence polarization, human. AID 492953, 2010. Platelet-activating factor acetylhydrolase IB subunit alpha2 (Homo sapiens), P68402. 340,000 compounds, 1.2% hits. recombinant PAFAH1B2, FP-rhodamine activity probe. inhibition, % at 3.39 µM;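 active means inhibition above the mean of all tested compounds plus 3 SD, cut at about 24% in these data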;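 further: 0% = enzyme with DMSO and 100% = wells lacking PAFAH1B2; many of its hits are not listed in these tables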
Target sequence (P68402 whole entry, looked up): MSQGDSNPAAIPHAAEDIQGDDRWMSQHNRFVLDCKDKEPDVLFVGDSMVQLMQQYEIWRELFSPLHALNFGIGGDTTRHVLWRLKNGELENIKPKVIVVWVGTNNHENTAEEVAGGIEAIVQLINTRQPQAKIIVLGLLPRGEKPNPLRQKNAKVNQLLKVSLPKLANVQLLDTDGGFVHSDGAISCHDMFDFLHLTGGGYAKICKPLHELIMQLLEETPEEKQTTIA
PAFAH2 FP inh – PAFAH2 enzyme inhibitors, primary screen, biochemical, fluorescence polarization, human. recombinant PAFAH2, FP-rhodamine activity probe. inhibition, % at 3.39 µM. 340,000 compounds, 0.99% hits. AID 492956, 2010;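 active means inhibition above the mean over all tested compounds plus 3 SD, cut at about 30% in these data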;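 further: inhibitors block probe labeling of enzyme so polarization drops; 0% = enzyme with DMSO and 100% = wells lacking PAFAH2 protein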
PAFAH1B3 inh – PAFAH1B3 enzyme inhibitors, primary screen, biochemical, fluorescence polarization, human; Platelet-activating factor acetylhydrolase IB subunit alpha1 (Homo sapiens), Q15102; 340,000 compounds, 0.28% hits; inhibition, % at 3.39 µM; recombinant PAFAH1B3, FP-rhodamine probe; AID 492972, 2010;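 active means inhibition above the screen-wide average of all tested compounds plus 3 SD, cut at about 25% in these data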;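 further: 0% = enzyme with DMSO only and 100% = wells lacking PAFAH1B3 protein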
Target sequence (Q15102 whole entry, looked up): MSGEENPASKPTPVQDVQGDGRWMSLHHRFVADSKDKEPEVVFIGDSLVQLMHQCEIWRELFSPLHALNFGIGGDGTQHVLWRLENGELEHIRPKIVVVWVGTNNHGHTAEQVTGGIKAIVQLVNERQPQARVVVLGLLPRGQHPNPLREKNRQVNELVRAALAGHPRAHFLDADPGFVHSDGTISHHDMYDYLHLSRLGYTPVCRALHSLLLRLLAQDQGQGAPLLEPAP
pPAFAH FP inh – pPAFAH enzyme inhibitors, primary screen, biochemical, fluorescence polarization, human; inhibition, % at 3.39 µM; 330,000 compounds, 1.5% hits; AID 463082, 2010; Platelet-activating factor acetylhydrolase (Homo sapiens), Q13093; recombinant pPAFAH, FP-rhodamine probe fluorescence polarization;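 active means inhibition above the mean inhibition across the screen plus 3 SD, cut at about 25% in these data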;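 further: inhibitors block binding of the rhodamine activity-based probe so polarization drops; 0% = enzyme with DMSO and 100% = wells lacking pPAFAH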
Active calls of the source: *; . = no result given.

SMILES	LYPLA1 inh	LYPLA2 inh	PREPL inh	ZTA counter	EBNA-1 inh	PAFAH1B2 inh	PAFAH2 FP inh	PAFAH1B3 inh	pPAFAH FP inh
Cc1ccc(/C=C2\SC(N3CCN(C(c4ccccc4)c4ccccc4)CC3)=NC2=O)o1	-7	-16	-2	-1	3	-3	4	-3	27*
CN(C)c1ccc(NC(=O)Cn2cc3c(n2)CCCC3)cc1	0	-4	69*	2	4	4	-5	6	9
CCS(=O)(=O)Nc1ccc(-c2nnc(SCC(=O)OC)o2)cc1	5	3	25	-12	1	7	2	7	-2
Cc1ccc(N2C(=O)[C@@H]3[C@H](C2=O)[C@H]2C=CC=NN2[C@@H]3C(=O)Nc2ccc(Cl)cc2)cc1	-7	-5	30	-21	-6	-1	-1	-10	21
COc1ccc(C)cc1NC(=S)N1CCN(S(C)(=O)=O)CC1	0	7	2	-1	4	2	-3	4	4
Cc1ccc(C(=O)Nc2nc(C)c(C(=O)N(C)C)s2)o1	-1	-3	0	12	-4	1	-1	3	2
O=C(O)c1cnn(-c2ccccc2)c1C(F)(F)F	0	2	2	-2	2	3	-4	1	6
O=C1C2CCc3ccccc3C2N1c1ccccc1 (stereo unspecified)	5	2	-5	1	.	6	0	6	4
COc1ccccc1N1C(N)=NC(N)=NC1(C)C	0	0	-2	-3	0	-1	0	1	2
Cc1ccc(S(=O)(=O)N(C)C)cc1NC(=O)COC(=O)C1CC(=O)N(c2ccc3c(c2)OCCO3)C1 (stereo unspecified)	2	7	-1	-12	1	5	-4	8	9
COc1ccc(O)c(-c2cc(-c3ccccc3Cl)[nH]n2)c1	-5	6	28	2	-8	6	8	12	11
COc1ccc(NS(=O)(=O)c2cc(C(=O)N3CCN(C(C)=O)CC3)ccc2Cl)cc1	-1	1	-2	2	-4	0	1	7	6
COc1c(S(=O)(=O)N2CCCCC2)ccc2c(S(=O)(=O)N3CCCCC3)cccc12	5	9	5	1	-4	14	7	4	4
CCOCCCN1C(=O)C(O)=C(C(C)=O)C1c1cccs1 (stereo unspecified)	-1	-6	5	-1	-13	4	0	2	2
C#CCOCCOCCOCCNc1nc(N2CCN(C(=O)C(Cc3cc4ccccc4[nH]3)n3cc(C(N)C(C)CC)nn3)CC2)nc(N2CCN(C(=O)C(Cc3cc4ccccc4[nH]3)n3cc(C(N)C(C)CC)nn3)CC2)n1 (stereo unspecified)	-3	0	50*	14	-4	1	-2	3	7
Clc1ccc(-n2nnnc2CN2CCOCC2)cc1Cl	1	10	8	-22	0	1	-1	2	-2
COc1cc(OC)c(C(=O)NCCCN2CCOCC2)cc1OC	-2	-7	-7	-14	-4	-2	4	7	2
O=C(O)c1ccc(N2C(=O)/C(=C/C=C/c3ccccc3)SC2=S)cc1	-3	-5	-4	28	4	-6	4	-1	8
c1csc(-c2nnc(-c3ccc(N4CCOCC4)cc3)o2)c1	-3	-2	5	-9	3	5	-1	0	6
O=C(c1sccc1Cl)N1CCN(Cc2ccc3c(c2)OCO3)CC1	2	7	10	-19	-11	2	6	5	2
CC(Oc1ccc([N+](=O)[O-])cc1)C(=O)NCCCN1CCOCC1 (stereo unspecified)	3	10	13	-18	-2	-2	1	2	0
Cc1ccn2cc(CCNS(=O)(=O)c3ccc([N+](=O)[O-])cc3)nc2c1	2	1	3	-10	-5	11	-3	11	30*
COc1ccc2c(C)cc(SCC(=O)Nc3nsc(-c4ccc(C)cc4)n3)nc2c1	0	-1	-6	17	3	-4	-12	4	-1
CCCCNC(=O)C1CCCNC1=O (stereo unspecified)	-3	-3	10	0	-11	2	7	4	-2
COC(=O)CCCN=C1SCCN1Cc1ccccc1	-1	2	15	4	1	1	2	1	0

Whole records, quoted from the list:
CCOCCCN1C(=O)C(O)=C(C(C)=O)C1c1cccs1 (stereo unspecified) is listed with LYPLA1 inh = -1; LYPLA2 inh = -6; PREPL inh = 5; ZTA counter = -1; EBNA-1 inh = -13; PAFAH1B2 inh = 4; PAFAH2 FP inh = 0; PAFAH1B3 inh = 2; pPAFAH FP inh = 2
Cc1ccc(C(=O)Nc2nc(C)c(C(=O)N(C)C)s2)o1 is listed with LYPLA1 inh = -1; LYPLA2 inh = -3; PREPL inh = 0; ZTA counter = 12; EBNA-1 inh = -4; PAFAH1B2 inh = 1; PAFAH2 FP inh = -1; PAFAH1B3 inh = 3; pPAFAH FP inh = 2
Cc1ccc(S(=O)(=O)N(C)C)cc1NC(=O)COC(=O)C1CC(=O)N(c2ccc3c(c2)OCCO3)C1 (stereo unspecified) is listed with LYPLA1 inh = 2; LYPLA2 inh = 7; PREPL inh = -1; ZTA counter = -12; EBNA-1 inh = 1; PAFAH1B2 inh = 5; PAFAH2 FP inh = -4; PAFAH1B3 inh = 8; pPAFAH FP inh = 9

Additional results:
SMILES	LYPLA1 inh	LYPLA2 inh	PREPL inh	ZTA counter	EBNA-1 inh	PAFAH1B2 inh	PAFAH2 FP inh	PAFAH1B3 inh	pPAFAH FP inh
COc1ccc(CNC(=O)CCSCc2cccc(F)c2)cc1	2	2	-4	-3	4	8	5	7	27*
CC1(C(=O)Oc2ccccc2)Cc2ccccc2C(=O)O1 (stereo unspecified)	-4	-1	0	-10	1	-1	-4	-2	0
O=C(COc1cc2oc(=O)c3c(c2cc1Cl)CCC3)NCC1CCC(C(=O)O)CC1 (stereo unspecified)	-4	-2	-5	11	11	8	-2	7	3
CCN(CC)Cc1nc2c(c(=O)[nH]1)C1(CCCC1)Cc1ccccc1-2	-2	-3	13	-11	-16	13	-1	-4	0
CC1CN(C(=S)NC(=O)c2cccc([N+](=O)[O-])c2)CC(C)O1 (stereo unspecified)	0	-2	12	-5	-4	-3	5	13	3
CC(=O)Oc1ccc(-c2cccc(C(=O)Oc3ccccc3)c2)cc1	-4	-5	-2	4	6	-2	2	-1	-1
c1ccc(COc2ccc3nocc3c2)cc1	-1	7	-50	2	8	3	7	-4	11
Cc1ccc2c(c1)c(C)c(C)n2CC(O)CN1CCOCC1 (stereo unspecified)	-6	-20	1	-7	0	0	-16	-2	0
Cc1cc(C)n2cc(CSCC(=O)O)nc2n1	-2	-7	-4	-3	7	1	0	19	-2
COC(=O)c1ccc(CSc2nnc(CNC(=O)COc3ccc(Cl)cc3)o2)o1	-5	3	-4	4	4	1	15	6	5
Cc1nc2c(C)cccn2c(=O)c1NC(=O)c1ccc2c(c1)OCO2	2	-1	-2	5	5	4	4	7	2
CCOc1cc(N2CCOCC2)c(OCC)cc1NC(=O)COc1cccc(CC)c1	4	10	25	7	.	6	12	7	4
CSc1ccc(CN(C)CC(=O)Nc2ccccc2C(=O)NC2CC2)cc1	-3	2	-2	0	.	5	2	10	1
COC(=O)COc1ccc(S(=O)(=O)NCC2CCCO2)cc1Cl (stereo unspecified)	-2	-1	-5	-8	-4	4	4	-2	0
COc1cc(N)c(Br)cc1C(=O)O	-3	-4	11	-12	4	-5	-5	3	0
CCOc1ccc(CCNC(=O)c2ccc(S(=O)(=O)N3CCCC3)cc2)cc1OCC	-2	-2	14	1	-4	7	6	11	6
O=C(COC(=O)/C=C/c1ccco1)NC1CCCCC1	-2	-5	3	1	.	1	77*	4	7
COc1ccc(-c2nc(-c3cccc(C(F)(F)F)c3)no2)cc1OC	0	-6	10	2	-11	7	5	8	0
CC1CCN(C(=O)CSc2nnc(Cn3c(=O)sc4ccccc43)n2C)CC1	3	0	-1	-6	-6	5	1	7	4
CCC(=O)Nc1cc(C(F)(F)F)ccc1N1CCOCC1	-1	6	-1	-8	10	2	-8	8	2
CN(C)S(=O)(=O)c1cc(NC(=O)c2cc(=O)c3ccccc3o2)ccc1Cl	-27	-25	-5	1	0	-7	-15	-7	2
CCS(=O)(=O)N1CCN(c2cnn(-c3ccccc3)c(=O)c2Cl)CC1	0	-7	-3	-12	3	4	-2	2	5
O=C(COc1ccc(Br)cc1)Nc1ccc([N+](=O)[O-])cn1	4	12	14	4	7	6	2	-4	6
O=C(CSc1nnc2ccccn12)NNC(=O)c1ccccc1	2	5	1	-21	-3	-2	6	1	4
CCNC(=O)COC(=O)CCNC(=O)c1cccc(C)c1	3	0	-5	2	-12	7	4	2	-2

(listing goes on)
SMILES	LYPLA1 inh	LYPLA2 inh	PREPL inh	ZTA counter	EBNA-1 inh	PAFAH1B2 inh	PAFAH2 FP inh	PAFAH1B3 inh	pPAFAH FP inh
COc1ccc(OC)c2nc(-c3cccnc3)ccc12	0	1	7	-1	9	5	3	4	5
COc1cccc2[nH]c3c(=O)n(CCN(C)C)cnc3c12	-3	-4	28	4	5	0	0	6	-1
CC1CC(C)CN(C(=S)NC2CCCCC2)C1 (stereo unspecified)	-1	4	7	0	-2	8	8	10	4
Cc1ccc(S(=O)(=O)Nc2ccc3c(c2)nc(CCN2CCOCC2)n3C)cc1	0	2	-4	-9	-1	1	-3	4	4
COCCN(Cc1cc2c(C)cc(C)cc2nc1Cl)C(=O)c1ccccc1F	-3	2	-1	-1	-3	2	4	4	1
CCOc1ccccc1C(=O)Nc1ccc(NC(=O)c2ccccc2)cc1	0	3	-7	0	-1	-3	-9	-3	-5
COc1ccc(/C=C/CN2CCN(CCc3ccccc3)C(CCO)C2)cc1 (stereo unspecified)	1	2	15	6	6	2	7	4	1
CCCCCNC(=O)c1ccc2c(c1)ncn2-c1ccc(OC)cc1	3	9	-5	8	13	2	1	-3	1
S=c1[nH]nc(Cc2ccccc2)n1Cc1ccco1	4	6	3	-8	-6	11	-8	-3	5
Fc1cnc(Cl)nc1N1CCN(c2ccccc2)CC1	2	5	5	-6	-4	-5	-4	-3	0
COc1nc(OC)nc(N2CCC(C(=O)NCc3ccc(F)cc3)CC2)n1	0	4	7	-30	4	7	2	3	2

Part of the list above, reformatted:
Cc1ccc(S(=O)(=O)N(C)C)cc1NC(=O)COC(=O)C1CC(=O)N(c2ccc3c(c2)OCCO3)C1 (stereo unspecified)
  LYPLA1 inh = 2
  LYPLA2 inh = 7
  PREPL inh = -1
  ZTA counter = -12
  EBNA-1 inh = 1
  PAFAH1B2 inh = 5
  PAFAH2 FP inh = -4
  PAFAH1B3 inh = 8
  pPAFAH FP inh = 9
COc1ccc(O)c(-c2cc(-c3ccccc3Cl)[nH]n2)c1
  LYPLA1 inh = -5
  LYPLA2 inh = 6
  PREPL inh = 28
  ZTA counter = 2
  EBNA-1 inh = -8
  PAFAH1B2 inh = 6
  PAFAH2 FP inh = 8
  PAFAH1B3 inh = 12
  pPAFAH FP inh = 11
COc1ccc(NS(=O)(=O)c2cc(C(=O)N3CCN(C(C)=O)CC3)ccc2Cl)cc1
  LYPLA1 inh = -1
  LYPLA2 inh = 1
  PREPL inh = -2
  ZTA counter = 2
  EBNA-1 inh = -4
  PAFAH1B2 inh = 0
  PAFAH2 FP inh = 1
  PAFAH1B3 inh = 7
  pPAFAH FP inh = 6

An excerpt; the hit share may differ from the screen's.
